Screening results deposited in PubChem BioAssay by The Scripps Research Institute Molecular Screening Center.
CHO-K1 Ca antag: nonselective inhibitor or artifact in parental CHO-K1 cells | ATP-induced calcium, Fluo-8 fluorescence | inhibition, % at 3 µM | 360,000 tested, 0.6% active;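 active = inhibition above a per-plate cutoff, the plate's mean sample inhibition plus 3 SD, cut at about 24% in these data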;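 also: 0% = DMSO plus EC80 ATP and 100% = DMSO alone without ATP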
M1 PAM parental: nonselective activator or artifact in parental CHO-K1 calcium assay; 360,000 tested, 0.02% active; activation, % at 3 µM; ATP EC20, Fluo-8 calcium fluorescence; 0% at ATP EC20, 100% at ATP max;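 active = activation above the run cutoff, the mean activation of all test compounds plus 3 SD, cut at about 40% in these data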;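 also: peak over basal fluorescence ratio in a 140 s read after ATP addition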
TAAR1 agonist: agonists of human TAAR1; Q96RJ0; CHO RD-HGA16 TAAR1, Fluo-8 calcium fluorescence; vehicle wells 0%, saturating PEA agonist 100%; activation, % at 3 µM; 360,000 tested, 0.99% active;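 active = activation above the mean activation of all test compounds in the run plus 3 SD, cut at about 38% in these data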
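Benchmarks: low control DMSO, high control PEA (EC100); System: CHO RD-HGA16 cells carrying human TAAR1 plus Gα16; Detection: Fluo-8 fluorescence, 5 s baseline then 140 s kinetic read; Schedule: 17-24 h plating, Fluo-8 75 min 37 °C, 30 min RT; Read-out basis: % activation from peak over basal fluorescence ratio, DMSO-to-PEA scaled.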
TAAR1 antag: human TAAR1 antagonism; Q96RJ0; CHO RD-HGA16 TAAR1, Fluo-8 calcium fluorescence, antagonist; inhibition, % at 3 µM; 360,000 tested, 1.5% active;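 active = inhibition above a per-plate cutoff, the mean inhibition of test compounds on that plate plus 3 SD, cut at about 49% in these data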;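 also: 0% = DMSO plus EC80 beta-PEA response and 100% = DMSO alone without agonist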
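Assay system: RD-HGA16 CHO cells with stable hTAAR1 and Gα16 / Reagent: EC80 β-phenethylamine stimulus / Doses: 3 µM, single point / Timing: dye loading 75 min at 37 °C, then 30 min room temperature / Measured by: Fluo-8 intracellular calcium dye fluorescence, real-time kinetic reads / Controls: vehicle wells and EC80 agonist wells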
M1 ag parental: nonselective activator or artifact in parental CHO-K1 cells; Fluo-8 calcium fluorescence; scaled to maximal ATP response, vehicle zero; activation, % at 3 µM; 360,000 tested, 0.48% active; AID 602248; in the data active = activation above about 15%;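 also: untransfected CHO-K1 host cells lacking M1 receptor as counterscreen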
OXTR potentiate: potentiators of human oxytocin receptor; 320,000 tested, 0.061% active; CHO-OTR cells, Fluo-8 calcium fluorescence, potentiator mode; 0% = oxytocin EC15, 100% = EC100; AID 2445; activation, % at 3 µM;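 active = activation above that plate's cutoff, the mean activation of tested compounds plus 3 SD, cut at about 6.6% in these data, passing the limit was not always enough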;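 also: 100% uses oxytocin at 75 nM as the full agonist control; some results filed as inactive read as strong as hits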
Target sequence (P30559 whole entry, looked up): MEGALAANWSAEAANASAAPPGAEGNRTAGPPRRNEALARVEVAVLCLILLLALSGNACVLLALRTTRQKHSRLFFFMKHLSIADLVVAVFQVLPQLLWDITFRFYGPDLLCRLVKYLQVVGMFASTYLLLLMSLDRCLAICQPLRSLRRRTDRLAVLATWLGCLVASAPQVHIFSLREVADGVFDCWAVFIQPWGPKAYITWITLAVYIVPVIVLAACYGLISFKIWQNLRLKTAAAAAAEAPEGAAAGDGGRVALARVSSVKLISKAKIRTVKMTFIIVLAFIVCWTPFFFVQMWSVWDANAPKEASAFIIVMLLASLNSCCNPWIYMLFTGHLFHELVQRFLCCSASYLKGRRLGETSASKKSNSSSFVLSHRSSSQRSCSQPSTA
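Dosing: Single dose, 3.0 µM nominal final compound concentration | Material: Human OTR in CHO cells | Technique: Kinetic Fluo-8 calcium fluorescence | Benchmarks: EC15 oxytocin alone as 0%, 75 nM oxytocin as 100% | Probe or stimulus: Oxytocin at about EC15, sub-maximal agonist stimulus | Incubation: Compound 6 min at room temperature before oxytocin, 100 s read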
CHRM1 antagonist: human CHRM1 antagonism | AID 588852 | 360,000 tested, 1.3% active | P11229 | inhibition, % at 3 µM | CHO-K1 hM1, Fluo-8 calcium fluorescence, ACh EC80 antagonist;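 active = percent inhibition above its own plate's cutoff, namely the mean of that plate's compound wells plus 3 SD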;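 also: peak over basal fluorescence ratio during 140 s after agonist addition; 0% = ACh EC80 plus DMSO and 100% = DMSO alone without agonist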
Target sequence (P11229 whole entry, looked up): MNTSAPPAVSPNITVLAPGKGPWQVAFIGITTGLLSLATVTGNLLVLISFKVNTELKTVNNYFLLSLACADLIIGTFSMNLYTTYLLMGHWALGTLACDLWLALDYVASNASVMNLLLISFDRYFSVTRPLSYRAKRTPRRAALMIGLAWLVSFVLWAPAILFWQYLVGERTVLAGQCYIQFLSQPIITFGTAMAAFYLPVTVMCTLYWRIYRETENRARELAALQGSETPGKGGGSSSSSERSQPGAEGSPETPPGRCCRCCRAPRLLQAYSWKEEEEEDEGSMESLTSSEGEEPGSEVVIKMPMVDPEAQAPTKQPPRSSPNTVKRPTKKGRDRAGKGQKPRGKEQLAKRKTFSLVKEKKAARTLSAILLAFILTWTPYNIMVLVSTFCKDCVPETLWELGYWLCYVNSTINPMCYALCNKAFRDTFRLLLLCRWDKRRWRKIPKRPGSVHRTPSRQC
M1 ag: activates human CHRM1 receptor. 360,000 tested, 0.33% active. AID 588814. activation, % at 3 µM. CHO-K1 hM1, Fluo-8 calcium fluorescence, agonist mode; 0% DMSO, 100% acetylcholine EC100;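 active = activation above the run's mean compound activation plus 3 SD, cut at about 16% in these data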;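 also: peak over basal fluorescence ratio within a 140 s kinetic read after compound addition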
CHO parental Ca: counter-screen for OX1R antagonists: effect in parental CHO cells. inhibition, % at 5.6 µM. parental CHO-K1, ATP-induced calcium, Fluo-8 fluorescence. 330,000 tested, 0.63% active;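 active = inhibition above that plate's mean sample inhibition plus 3 SD, cut at about 26% in these data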;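 also: 0% = ATP-challenged DMSO wells and 100% = DMSO wells without ATP; some compounds past the cut are filed as inactive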
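Material: parental CHO cells / Compound: single nominal dose of 5.6 µM per compound / Signal: Fluo-8 fluorescence / Replicates: singlicate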
An asterisk follows results filed as active.

What do the screens show for `COc1cc(/C=C2\C(=N)N3N=C(S(C)(=O)=O)SC3=NC2=O)cc(OC)c1OCCOc1ccc(C)cc1`?
CHO-K1 Ca antag: -9.8; M1 PAM parental: 2.3; TAAR1 agonist: -0.4; TAAR1 antag: 3.9; M1 ag parental: 0.8; OXTR potentiate: -10.9; CHRM1 antagonist: -6.1; M1 ag: -2.3; CHO parental Ca: -5.0

Results for O=C(C[n+]1ccccc1)c1ccc(Cl)cc1 ?
CHO-K1 Ca antag: -2.6; M1 PAM parental: 7.6; TAAR1 agonist: -0.3; TAAR1 antag: -3.1; M1 ag parental: 6.2; OXTR potentiate: -20.1; CHRM1 antagonist: 15.8; M1 ag: -5.3; CHO parental Ca: -2.3

Results for Cc1cc(C(F)(F)F)nn1CC(=O)N(C)c1ccccc1 ?
CHO-K1 Ca antag: -14.6; M1 PAM parental: 15.6; TAAR1 agonist: 9.0; TAAR1 antag: -5.0; M1 ag parental: 1.0; OXTR potentiate: -10.2; CHRM1 antagonist: -6.8; M1 ag: -10.2; CHO parental Ca: 14.2

Results for Cc1ccccc1NC(=O)NC1(C(=O)NCc2ccco2)CCCCC1 ?
CHO-K1 Ca antag: 8.5; M1 PAM parental: 25.4; TAAR1 agonist: -3.3; TAAR1 antag: -9.5; M1 ag parental: 1.4; OXTR potentiate: -6.0; CHRM1 antagonist: -22.1; M1 ag: -1.2; CHO parental Ca: -11.2

What do the screens show for `COc1ccc(N2CC(C(=O)N/N=C/c3ccccc3)CC2=O)cc1` (configuration not stated)?
CHO-K1 Ca antag: -1.8; M1 PAM parental: 4.4; TAAR1 agonist: -0.4; TAAR1 antag: -8.7; M1 ag parental: -0.7; OXTR potentiate: 0.9; CHRM1 antagonist: 6.7; M1 ag: -3.7; CHO parental Ca: -9.6

Results for C=CC1=CCN(S(=O)C(C)(C)C)[C@@H]1CCO (some centres not stated) ?
CHO-K1 Ca antag: -14.9; M1 PAM parental: 3.9; TAAR1 agonist: 1.4; TAAR1 antag: -5.9; M1 ag parental: 0.5; CHRM1 antagonist: -9.6; M1 ag: -2.3

Results for O=C(c1ccco1)N1CCN(S(=O)(=O)N2CCOCC2)CC1 ?
CHO-K1 Ca antag: -12.0; M1 PAM parental: 20.5; TAAR1 agonist: 1.0; TAAR1 antag: 23.5; M1 ag parental: 0.2; OXTR potentiate: -2.9; CHRM1 antagonist: -29.0; M1 ag: -2.1; CHO parental Ca: -5.5

Results for Cc1ccc(-c2nnc(Nc3ccccc3)o2)cc1 ?
CHO-K1 Ca antag: -11.2; M1 PAM parental: 4.8; TAAR1 agonist: 4.3; TAAR1 antag: -2.0; M1 ag parental: -0.3; OXTR potentiate: -2.0; CHRM1 antagonist: -28.4; M1 ag: -2.8; CHO parental Ca: 3.0

What do the screens show for `CC1CC(C)CN(c2ccc(-n3cnnn3)cc2[N+](=O)[O-])C1` (configuration not stated)?
CHO-K1 Ca antag: -10.4; M1 PAM parental: 18.7; TAAR1 agonist: 11.0; TAAR1 antag: -14.7; M1 ag parental: 0.1; OXTR potentiate: -6.7; CHRM1 antagonist: -11.2; M1 ag: -5.3; CHO parental Ca: -18.1

What do the screens show for `CCOC(=O)c1[nH]c2ccc(Br)cc2c1NC(=O)CCN1CCOCC1`?
CHO-K1 Ca antag: -6.5; M1 PAM parental: -13.0; TAAR1 agonist: 2.0; TAAR1 antag: -4.3; M1 ag parental: 1.0; OXTR potentiate: -3.3; CHRM1 antagonist: -0.4; M1 ag: -7.4; CHO parental Ca: -8.1

What do the screens show for `Cc1ccc2cccc(CC(=O)NN)c2c1`?
CHO-K1 Ca antag: -2.5; M1 PAM parental: 0.2; TAAR1 agonist: 1.8; TAAR1 antag: -23.7; M1 ag parental: 0.8; CHRM1 antagonist: -4.3; M1 ag: -0.4

Results for CSCc1ccc(C(=O)Nc2cc(C)cc(C)c2)cc1 ?
CHO-K1 Ca antag: 7.6; M1 PAM parental: -4.0; TAAR1 agonist: -1.8; TAAR1 antag: 16.7; M1 ag parental: -0.1; OXTR potentiate: -1.7; CHRM1 antagonist: -6.9; M1 ag: -12.8; CHO parental Ca: -8.0

How did CCOc1ccccc1N(C(=O)c1snc(C(N)=O)c1N)C(C(=O)NC1CCCC1)c1cccs1 (configuration not stated) do in these assays?
CHO-K1 Ca antag: -16.1; M1 PAM parental: 9.0; TAAR1 agonist: -4.0; TAAR1 antag: -13.6; M1 ag parental: -1.5; OXTR potentiate: 1.0; CHRM1 antagonist: -9.3; M1 ag: -10.7; CHO parental Ca: -37.7

Results for O=C(NCc1ccccc1Cl)c1ccc2ccccc2n1 ?
CHO-K1 Ca antag: 7.7; M1 PAM parental: -12.2; TAAR1 agonist: 1.1; TAAR1 antag: -39.3; M1 ag parental: -0.3; OXTR potentiate: -5.2; CHRM1 antagonist: 1.2; M1 ag: 3.6; CHO parental Ca: -12.6

Results for CCOc1ccc2cc(S(=O)(=O)n3ccnc3C)ccc2c1 ?
CHO-K1 Ca antag: -8.2; M1 PAM parental: 4.8; TAAR1 agonist: 1.6; TAAR1 antag: -0.4; M1 ag parental: 0.1; OXTR potentiate: -2.9; CHRM1 antagonist: 0.7; M1 ag: -2.6; CHO parental Ca: 16.1

How did COCCNC(=O)c1cccc(OC2CCN(Cc3cccc(SC)c3)CC2)c1 do in these assays?
CHO-K1 Ca antag: 5.8; M1 PAM parental: -14.9; TAAR1 agonist: 0.2; TAAR1 antag: -16.8; M1 ag parental: 0.0; OXTR potentiate: -0.7; CHRM1 antagonist: 2.5; M1 ag: -8.7; CHO parental Ca: -19.0

What do the screens show for `C=CCOc1ccc(/C=C2\SC(=S)N(C(C(=O)O)c3ccccc3)C2=O)cc1` (configuration not stated)?
CHO-K1 Ca antag: -9.8; M1 PAM parental: 10.6; TAAR1 agonist: -0.5; TAAR1 antag: 4.3; M1 ag parental: 0.1; CHRM1 antagonist: -3.3; M1 ag: -3.1

Results for O=C(NC1CCCC1)C1CCCN(S(=O)(=O)c2cccc3cccnc23)C1 (configuration not stated) ?
CHO-K1 Ca antag: -3.3; M1 PAM parental: 9.2; TAAR1 agonist: 4.9; TAAR1 antag: -1.9; M1 ag parental: 0.1; OXTR potentiate: -0.2; CHRM1 antagonist: -5.7; M1 ag: 3.5; CHO parental Ca: -12.0

How did COC(=O)c1sccc1S(=O)(=O)NC(C)c1cnn(-c2ccc(OC)cc2)c1C (configuration not stated) do in these assays?
CHO-K1 Ca antag: 6.7; M1 PAM parental: -9.3; TAAR1 agonist: 1.3; TAAR1 antag: -16.7; M1 ag parental: 1.1; OXTR potentiate: -7.7; CHRM1 antagonist: -2.5; M1 ag: -2.5; CHO parental Ca: -5.3

What do the screens show for `O=C(Nc1cccc(Cl)c1)N(CCCN1CCOCC1)Cc1ccccc1F`?
CHO-K1 Ca antag: -5.1; M1 PAM parental: 14.8; TAAR1 agonist: 16.0; TAAR1 antag: 10.7; M1 ag parental: 6.4; OXTR potentiate: -8.0; CHRM1 antagonist: -2.0; M1 ag: -3.1; CHO parental Ca: -4.4

Results for COc1ccccc1-c1sc2cc3c(cc2c1-c1ccc(OCCN2CCOCC2)cc1)OCO3 ?
CHO-K1 Ca antag: -16.7; M1 PAM parental: 15.9; M1 ag parental: 0.7; CHRM1 antagonist: 24.6*; M1 ag: 0.5; CHO parental Ca: 4.5

How did COC(=O)C1=CN(c2ccc(F)cc2)C=C(C(=O)OC)C1c1ccc(O)cc1 do in these assays?
CHO-K1 Ca antag: 18.5; M1 PAM parental: -10.8; TAAR1 agonist: -2.8; TAAR1 antag: 6.9; M1 ag parental: 0.1; OXTR potentiate: -3.1; CHRM1 antagonist: 2.8; M1 ag: -0.4; CHO parental Ca: -16.7

What do the screens show for `CCOc1cc(/C=C2/C(=N)N3N=C(C)SC3=NC2=O)ccc1OS(=O)(=O)c1ccc(C)cc1`?
CHO-K1 Ca antag: -1.8; M1 PAM parental: 3.8; TAAR1 agonist: -5.8; TAAR1 antag: 12.2; M1 ag parental: 1.3; OXTR potentiate: -6.0; CHRM1 antagonist: 2.2; M1 ag: -8.3; CHO parental Ca: -9.7

What do the screens show for `CN(C)Cc1ccc(F)cc1Sc1ccc(Cl)cc1Cl`?
CHO-K1 Ca antag: -7.4; M1 PAM parental: 5.4; TAAR1 agonist: 7.6; TAAR1 antag: -15.3; M1 ag parental: -0.7; OXTR potentiate: -4.0; CHRM1 antagonist: 51.5*; M1 ag: -9.9; CHO parental Ca: -29.5

How did C=CCn1cccc(C(=O)Nc2ccc(C)c(C)c2)c1=O do in these assays?
CHO-K1 Ca antag: 10.2; M1 PAM parental: -17.5; TAAR1 agonist: 3.7; TAAR1 antag: 1.5; M1 ag parental: 1.2; OXTR potentiate: -13.4; CHRM1 antagonist: 1.5; M1 ag: -2.3; CHO parental Ca: -22.1

How did Cc1csc(=O)n1CCC(=O)OCC(=O)Nc1ccc(Cl)cn1 do in these assays?
CHO-K1 Ca antag: -0.2; M1 PAM parental: -16.6; TAAR1 agonist: -0.1; TAAR1 antag: 9.8; M1 ag parental: 0.5; OXTR potentiate: -5.7; CHRM1 antagonist: -14.7; M1 ag: -3.6; CHO parental Ca: -10.4

What do the screens show for `O=C(O)C1(NS(=O)(=O)c2ccc(F)c(Cl)c2)CCCCC1`?
CHO-K1 Ca antag: -6.1; M1 PAM parental: 18.0; TAAR1 agonist: 7.9; TAAR1 antag: -1.7; M1 ag parental: 0.2; OXTR potentiate: -0.9; CHRM1 antagonist: -1.2; M1 ag: -4.2; CHO parental Ca: -3.1

How did O=C(COc1cccc2cccnc12)N1CCc2ccccc21 do in these assays?
CHO-K1 Ca antag: -4.9; M1 PAM parental: 20.9; TAAR1 agonist: 0.4; TAAR1 antag: 8.3; M1 ag parental: 1.4; OXTR potentiate: -15.2; CHRM1 antagonist: -5.2; M1 ag: -8.2; CHO parental Ca: -11.0

How did Cn1c(SCC(=O)N2CCOCC2)nnc1-c1cccc(NC(=O)c2ccccc2F)c1 do in these assays?
CHO-K1 Ca antag: 0.1; M1 PAM parental: 6.3; TAAR1 agonist: 8.7; TAAR1 antag: -8.2; M1 ag parental: 1.1; OXTR potentiate: -4.8; CHRM1 antagonist: 11.0; M1 ag: -4.5; CHO parental Ca: -10.9
